# Screening results deposited in PubChem by The Scripps Research Institute Molecular Screening Center.
# DDE Tn7 FP inh = inhibitors of Tn7 peptide binding to fibrin DD(E), primary screen, biochemical, fluorescence polarization, human fibrin, Tn7 probe | Fibrinogen beta chain (Homo sapiens), P02675 | FP displacement of FITC-Tn7 peptide from fibrin DD(E); 0% = median of compound wells per plate | inhibition, % at 8.3 µM | 0.13% of 370,000 active | AID 720508, 2013;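 active = inhibition above the mean of compounds falling within the control limits plus 3 SD of them, cut at about 14% in these data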;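 note: 0% = plate median of compound wells and 100% = 10 µM Aha-Tn7 peptide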
#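 system = human fibrin DD(E) protein | quantity = DD(E) 2 µM final | medium = Tris/NaCl/CaCl2 buffer, pH 7.8 | also added = labelled Tn7 tracer, 0.1 µM | compound dosing = single point at 8.3 µM | timing = compound with protein 10 min, then 3 h after probe, room temperature | signal = FP measurement | benchmarks = Aha-Tn7 high control | repeats = one replicate per compound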
# ADAM17 inh = ADAM17 inhibitors, primary screen, biochemical, QFRET | 0.83% of 370,000 active | AID 720648, 2013 | inhibition, % at 6.95 µM | Disintegrin and metalloproteinase domain-containing protein 17 (Homo sapiens), P78536 | recombinant ADAM17, EDANS/DABCYL FRET peptide cleavage;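 active = inhibition above the mean of compounds lying between control limits plus 3 SD, set per campaign, cut at about 8.5% in these data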;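 note: 0% = DMSO-only wells as the low control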
# Tn6 DDE FP = inhibitors of Tn6 peptide binding to fibrin DD(E), primary screen, biochemical, fluorescence polarization, human fibrin, Tn6 probe; 0.21% of 370,000 active; Fibrinogen beta chain (Homo sapiens), P02675; Fibrin DD(E) TRITC-Tn6 fluorescence polarization displacement; inhibition, % at 8.3 µM;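 active = inhibition above a per-campaign cutoff: mean of compounds within control limits plus 3 SD, cut at about 15% in these data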;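 note: 0% = median of all compound wells on the plate and 100% = blocking peptide control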
# MBD2 inh = inhibitors of MBD2 binding to methylated DNA, primary screen, biochemical, TR-FRET, DNA-binding domain, human; Methyl-CpG-binding domain protein 2 (Homo sapiens), Q9UBB5; MBD2 binding to methylated oligonucleotide; inhibition, % at 4.4 µM; 0.31% of 370,000 active; in the data active = inhibition above about 13%
# UHRF1 binding = UHRF1 methylated DNA binding inhibitors, primary screen, counter-screen for MBD2 inhibitor project, biochemical, TR-FRET, human UHRF1, single concentration; E3 ubiquitin-protein ligase UHRF1 (Homo sapiens), Q96T88; UHRF1 binding to methylated oligo; inhibition, % at 4.4 µM; 0.75% of 370,000 active; in the data active = inhibition above about 21%;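 note: UHRF1 SRA domain binding a hemimethylated CpG hairpin DNA probe; 0% = median of test compound wells and 100% = reference inhibitor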
# PLC-beta3 inh = human PLC-beta3 inhibitors, primary screen, biochemical, fluorescence; AID 720704, 2013; 0.18% of 370,000 active; inhibition, % at 12.2 µM; 1-phosphatidylinositol 4,5-bisphosphate phosphodiesterase beta-3 (Homo sapiens), Q01970; Purified PLC-beta3, fluorogenic substrate; in the data active = inhibition above about 11%;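 note: 0% = median of compound wells on plate and 100% = full blocker control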
# ASAP1 GAP inh = inhibitors of human ASAP1 ArfGAP activity, primary screen, biochemical, fluorescence polarization; Arf-GAP with SH3 domain, ANK repeat and PH domain-containing protein 1 (Homo sapiens), …; ASAP1-stimulated ARF1 GTP hydrolysis, GDP FP detection; inhibition, % at 16.5 µM; 0.19% of 360,000 active; AID 624377, 2012; in the data active = inhibition above about 25%;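 note: 0% = vehicle with enzyme and substrate and 100% = no enzyme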
# ARFGAP1 inhibitor = inhibitors of rat ARFGAP1 GAP activity, primary screen, biochemical, fluorescence polarization, GDP tracer; 0.26% of 360,000 active; inhibition, % at 16.5 µM; Arfgap1-stimulated ARF1 GTP hydrolysis, GDP FP detection;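 active = inhibition above a per-plate limit, mean inhibition of low control wells plus 3 SD, cut at about 25% in these data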;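 note: 0% = DMSO wells with enzyme and 100% = wells lacking Arfgap1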
#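 Assay system: purified rat His6-Arfgap1 residues 1-136 (GAP domain); Reagent: human Δ17 ARF1 bound to GTP; Dosing: 16.5 µM single point, 1.26% DMSO; Times: GTP hydrolysis reaction 2 h at 25 °C; Signal: FP, GDP Alexa 633 tracer displaced from anti-GDP antibody, 620/688 nm; Measure: % inhibition from polarization.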
# proKLK7 act = proKLK7 zymogen activators, primary screen, biochemical, fluorescence intensity | Kallikrein-7 (Homo sapiens), P49862 | purified proKLK7, EDANS-DABCYL substrate fluorescence; 100% is mature enzyme control, 0% vehicle | activation, % at 7 µM | 0.9% of 370,000 active | AID 652039, 2013;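 active = activation above the mean of all tested compounds plus 3 SD, computed per campaign excluding outliers beyond control limits, cut at about 13% in these data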
# PLC-gamma1 inh = PLC-gamma1 enzyme inhibitors, primary screen, biochemical, fluorescence, purified enzyme; 1-phosphatidylinositol 4,5-bisphosphate phosphodiesterase gamma-1 (Homo sapiens), P19174; fluorogenic substrate; inhibition, % at 12.2 µM; 0.84% of 370,000 active; in the data active = inhibition above about 9.5%
# Target sequence (P19174 whole entry, looked up): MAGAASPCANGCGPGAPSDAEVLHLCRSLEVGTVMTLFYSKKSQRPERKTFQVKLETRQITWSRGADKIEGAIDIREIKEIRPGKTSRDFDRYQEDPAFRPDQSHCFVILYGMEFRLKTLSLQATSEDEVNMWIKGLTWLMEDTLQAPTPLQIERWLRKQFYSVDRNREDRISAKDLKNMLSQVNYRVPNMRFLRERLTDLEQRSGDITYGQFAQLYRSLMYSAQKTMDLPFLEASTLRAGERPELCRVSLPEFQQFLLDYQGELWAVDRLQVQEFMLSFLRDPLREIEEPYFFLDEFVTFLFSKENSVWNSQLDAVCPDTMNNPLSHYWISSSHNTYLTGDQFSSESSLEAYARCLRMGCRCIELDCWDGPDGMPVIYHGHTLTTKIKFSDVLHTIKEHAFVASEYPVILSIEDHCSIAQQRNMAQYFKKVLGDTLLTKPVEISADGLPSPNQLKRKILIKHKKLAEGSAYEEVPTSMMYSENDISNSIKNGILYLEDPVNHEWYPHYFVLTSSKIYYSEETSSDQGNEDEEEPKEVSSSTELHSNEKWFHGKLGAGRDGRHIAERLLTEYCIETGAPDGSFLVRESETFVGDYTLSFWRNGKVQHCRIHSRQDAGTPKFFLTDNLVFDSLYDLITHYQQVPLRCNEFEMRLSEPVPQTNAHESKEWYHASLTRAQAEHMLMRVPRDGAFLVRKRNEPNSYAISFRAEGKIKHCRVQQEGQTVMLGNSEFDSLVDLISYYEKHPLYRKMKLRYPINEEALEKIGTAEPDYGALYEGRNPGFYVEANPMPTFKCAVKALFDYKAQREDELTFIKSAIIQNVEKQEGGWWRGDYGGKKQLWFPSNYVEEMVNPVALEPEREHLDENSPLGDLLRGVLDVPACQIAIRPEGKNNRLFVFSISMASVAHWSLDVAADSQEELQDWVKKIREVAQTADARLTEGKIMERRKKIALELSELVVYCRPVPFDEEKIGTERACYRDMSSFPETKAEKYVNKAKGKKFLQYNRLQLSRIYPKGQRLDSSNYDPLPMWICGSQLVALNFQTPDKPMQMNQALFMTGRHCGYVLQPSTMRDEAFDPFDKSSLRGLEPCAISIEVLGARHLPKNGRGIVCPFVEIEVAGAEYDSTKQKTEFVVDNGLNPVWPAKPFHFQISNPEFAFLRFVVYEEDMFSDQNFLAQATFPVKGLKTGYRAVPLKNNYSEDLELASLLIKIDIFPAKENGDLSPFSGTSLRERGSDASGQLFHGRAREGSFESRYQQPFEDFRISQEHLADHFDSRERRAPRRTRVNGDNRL
# An asterisk follows results filed as active; . = no result given.
SMILES,DDE Tn7 FP inh,ADAM17 inh,Tn6 DDE FP,MBD2 inh,UHRF1 binding,PLC-beta3 inh,ASAP1 GAP inh,ARFGAP1 inhibitor,proKLK7 act,PLC-gamma1 inh
O=S(=O)(CCc1nc2ccccc2o1)c1ccc2ccccc2c1,-3,-3,-9,1,0,0,2,4,-0.5,-2
Cc1nnc(Nc2ccc(S(N)(=O)=O)cc2)c2ccccc12,-2,-9,-5,2,-2,-170,13,-9,0.4,-156
Cc1ccc(NS(=O)(=O)c2cc(C(=O)O)ccc2Cl)c(C)c1,0,-7,6,-1,4,-9,-19,22,-0.5,0
CCCCN(C)CCCNC(=O)Cn1cc2c(n1)-c1c(oc(C(=O)N3CCCC3)c1C)CC2,4,-11,2,2,53*,-18,-4,-7,1.1,-15
O=C(CC1SC(=Nc2ccccc2)N(CCc2c[nH]c3ccccc23)C1=O)Nc1ccccc1F (stereo not given),1,9.9*,2,-2,1,13*,9,9,0.0,9
Cc1n[nH]c(=O)c2c(NC(=O)CSc3ccc(F)cc3)oc(C)c12,6,-3,-2,-2,-1,-2,-9,7,-0.5,3
CCOC(=O)c1c(C2CC2)csc1NC(=O)CSCc1c(C)noc1C,1,-1,-5,3,0,-12,-8,-5,0.0,-5
CC(C)(C)c1ccc(/C=C/C(=O)O)s1,1,-1,0,2,-3,1,1,-3,-0.6,-1
O=C(CCCNS(=O)(=O)c1ccc(Cl)c(Cl)c1)NCCc1ccccn1,-5,-5,2,3,0,-6,-3,4,0.2,-1
Cc1cc(F)cc(-c2cc(C(=O)NCc3ccc(C(F)(F)F)cc3)[nH]n2)c1,-1,0,4,-5,-1,1,2,2,0.6,-1
CC1CCN(C(=O)Cn2c(=O)n(-c3ccc(F)cc3)c(=O)c3sccc32)CC1,-1,-4,7,-1,-1,2,-4,-13,-0.3,1
Cc1ccccc1-c1nc(C#N)c(NCc2ccco2)o1,9,-13,1,-4,-2,-32,3,-2,-0.3,-19
COc1ccc(O)c(C(=O)c2cnc3c(c2)c(=O)[nH]c(=O)n3C)c1,2,1,-7,1,-1,-23,6,8,-1.3,-18
CC(C)C[C@@H](CN1CCCC1CN1C(=S)NC[C@@H]1Cc1ccc(O)cc1)N1C[C@H](Cc2ccc(O)cc2)N(CC2CCCCC2)C1=S (stereo not given in full),6,5,-1,-7,0,7,13,12,-0.3,2
COc1ccc(-c2cc3c(=O)n(CC(=O)Nc4cccc(Cl)c4)ncn3n2)cc1,-6,1,7,-1,-1,-7,2,2,0.5,-1
COc1nc(-c2ccc(C)cc2)ccc1-c1noc(-c2ccco2)n1,-1,-8,-4,-2,-2,-16,9,-3,-8.9,-12
O=C(Nc1ccc(Cl)cn1)C1CCN(S(=O)(=O)c2cccs2)CC1,0,-5,-3,5,0,-5,-1,19,-0.1,-1
COC(=O)[C@]12C[C@H](CC(=O)NCc3cccc(C(F)(F)F)c3)C(=O)N(Cc3cccc4ccccc34)C1=C[C@H](COCc1ccccc1)O[C@@H]2C,1,4,1,1,0,0,.,.,0.2,2
COc1ccc(OCCCC(=O)Nc2cccc([N+](=O)[O-])c2C)cc1,-5,1,0,-4,-1,3,-6,13,0.0,3
CCOC(=O)c1csc(NC(=O)C2CCCN(S(=O)(=O)c3ccccc3)C2)n1 (stereo not given),6,-3,3,1,8,-1,.,.,0.1,-3
COC(=O)c1nn(-c2ccc3c(c2)OCO3)cc1O,-8,-28,-1,0,0,-170,-1,-5,13*,-117
FC(F)(F)C(F)(F)c1nnc2ccc(-n3ccnc3)nn12,3,-4,1,-5,0,-2,-10,-7,-0.1,0
CC1CCC2(CC1)NC(=O)N(CC(=O)N1CC(C)CC(C)C1)C2=O (stereo not given),7,2,5,3,1,-1,-10,-1,-0.3,2
CCCCS(=O)CC(CS(=O)CCCC)OC(=O)c1ccc(C)cc1 (stereo not given),0,-4,0,-2,-2,-1,3,-10,0.3,1
O=C(CCc1ccccc1)NCC(=O)N/N=C/c1ccc(O)cc1O,2,-15,5,4,0,-21,4,10,-7.5,-9

# Overlap with the part before: 3 entries, then new ones.
SMILES,DDE Tn7 FP inh,ADAM17 inh,Tn6 DDE FP,MBD2 inh,UHRF1 binding,PLC-beta3 inh,ASAP1 GAP inh,ARFGAP1 inhibitor,proKLK7 act,PLC-gamma1 inh
CC1CCC2(CC1)NC(=O)N(CC(=O)N1CC(C)CC(C)C1)C2=O (stereo not given),7,2,5,3,1,-1,-10,-1,-0.3,2
CCCCS(=O)CC(CS(=O)CCCC)OC(=O)c1ccc(C)cc1 (stereo not given),0,-4,0,-2,-2,-1,3,-10,0.3,1
O=C(CCc1ccccc1)NCC(=O)N/N=C/c1ccc(O)cc1O,2,-15,5,4,0,-21,4,10,-7.5,-9
CC(C)(C)SCCNC(=O)/C=C/c1cccc([N+](=O)[O-])c1,-2,-1,1,-1,-3,2,3,-2,0.7,-1
CN=C1SC(CC(=O)Nc2c(C)cccc2C)C(=O)N1/N=C/c1cccs1 (stereo not given),-1,1,-4,1,-3,2,2,15,0.7,0
Cc1cc(C)cc(NC(=S)N2CCC(NC(=O)c3ccccc3C)CC2)c1,-6,-3,1,2,-1,-3,-19,6,1.1,2
O=C(c1ccc(Cl)c(S(=O)(=O)N2CCCC2)c1)N1CCN(Cc2ccccc2)CC1,0,-1,-7,2,1,-7,-2,-6,0.3,1
Cc1cc(C)cc(OCc2nnc(SCC(=O)OC(C)C)o2)c1,-1,-2,0,-4,-2,1,-1,-5,0.3,-1
O=C(O)c1cccc(Nc2nc(Nc3ccccc3)nc(N3CCCC3)n2)c1,9,-3,-5,-2,-1,2,9,11,0.2,0
O=C(Oc1ccc(=O)[nH]n1)c1ccccc1,1,0,-6,1,1,4,-5,5,0.5,2
COc1cccc(Cn2c(C3CC3)nc3ccc(NC(=O)c4ccco4)cc3c2=O)c1,0,4,-8,2,3,-4,11,14,0.5,-3
Cc1[nH]c(C)c(S(=O)(=O)NCc2ccccc2Cl)c1C(=O)N1CCCC1,6,0,-5,4,-2,-2,-3,-4,-0.2,1
CC(C)NC(=O)c1onc(CSc2cccc(F)c2)c1C(=O)O,1,-2,-2,-3,0,-1,-14,6,-0.1,-2
COc1ccc(N(CC(=O)Nc2ccc(S(=O)(=O)N3CCOCC3)cc2)S(=O)(=O)c2ccccc2)cc1,-6,5,-7,1,1,1,5,-3,0.1,1
O=[N+]([O-])c1ccccc1/C=C/C=N/Nc1nc(N2CCCCC2)nc(N2CCCCC2)n1,-6,-2,-2,4,-1,1,-1,13,0.5,1
COc1ccc(S(=O)(=O)N(C)C[C@H]2Oc3c(NC(=O)Nc4ccccc4)cccc3C(=O)N([C@H](C)CO)C[C@@H]2C)cc1,5,-1,-5,-1,-2,0,23,7,0.3,-2
CCOc1ccc(N(C(=O)c2snc(C(N)=O)c2N)C(C(=O)NCC2CCCO2)c2ccc(C)o2)cc1 (stereo not given),2,-3,0,-4,0,-13,10,1,0.0,-5
O=C(COC(=O)c1ccccc1NCCO)NCc1cccs1,0,-345,0,0,5,-459,0,5,18*,-427
O=C(c1ccc(O)c(Br)c1)c1cc(Br)ccc1O,6,1,10,2,5,-17,7,-11,0.0,-11
CCN(CC)CCC(c1ccc2c(c1)OCO2)c1c(OC)cc(OC)c2ccc(=O)oc12 (stereo not given),6,-4,-3,-8,-1,-104,-6,6,0.9,-61
CC(C)C[C@H]1CNC(=O)C(=O)N1CC1CCN(CC2CCC(C)CC2)CC1 (stereo not given in full),0,-7,0,1,3,-2,7,20,0.3,1
COC(=O)c1cc2nc(-c3ccc(OC)cc3)cc(C(F)(F)F)n2n1,1,-12,7,-3,-2,-82,5,-4,0.2,-66
O=C(O)c1ccc(/C=N/NC(=S)NCCN2CCOCC2)cc1,5,-4,6,3,2,-2,6,10,-0.1,5
COc1ccccc1-n1c(C)cc(C=O)c1C,5,-3,3,-4,1,0,17,-3,0.2,5
CCCc1nnc(NC(=O)Cn2c(=O)sc3ccccc32)s1,-10,-4,-12,2,3,-2,5,-1,0.2,1
Cc1cccc(C)c1OCc1n[nH]c(=S)o1,-9,-2,-2,0,-4,0,6,-6,0.0,-1
Nc1ncnc2c1ncn2[C@@H]1O[C@H](CNC(=O)[C@@H](N)Cc2ccc(C(F)(F)F)cc2)[C@@H](O)[C@H]1O,0,-5,-7,2,1,0,-8,0,0.3,-2
Cc1cccc(N(CC(=O)NCc2ccccc2)C(=O)CCC(=O)Nc2nccs2)c1,0,0,8,1,2,-7,14,-1,0.6,1
SMILES,DDE Tn7 FP inh,ADAM17 inh,Tn6 DDE FP,MBD2 inh,UHRF1 binding,PLC-beta3 inh,ASAP1 GAP inh,ARFGAP1 inhibitor,proKLK7 act,PLC-gamma1 inh
CCN(CC)C(=O)Cn1cc(S(=O)(=O)CC(=O)NCc2ccc(F)cc2)c2ccccc21,-2,-4,-5,3,1,-9,1,2,-0.3,2
CCOC(=O)[C@@H](NC(=O)CC[C@H]1O[C@@H](n2cc(C)c(=O)[nH]c2=O)C[C@@H]1O)C(C)C,-1,-7,2,3,0,-1,9,7,-0.5,-1
CCC(CC)C(=O)Nc1nnc(SCC(=O)NC(C)(C)C)s1,3,1,12,-2,-1,2,8,-3,-0.7,1
CCC(CC)COC(=O)C1=C(C)NC(=O)NC1c1ccc([N+](=O)[O-])cc1 (stereo not given),0,4,-3,2,-1,-2,7,-2,0.7,1
Cc1ccc2[nH]c(C(=O)O)c(-c3ccccc3)c2c1,5,-36,1,-3,-1,-18,4,0,-0.4,-17
CCOC(=O)C(CC)/C(C)=N\NC(=O)c1ccccc1O (stereo not given),0,-5,9,2,-7,-18,1,-3,-0.1,-21
CC1CN(c2cc(=O)n(-c3ccc(Cl)cc3)c(=O)[nH]2)CC(C)O1 (stereo not given),1,2,3,-7,0,6,-6,-13,0.5,4
Cc1ccc(/C=N/NC(=O)c2ccc3nc[nH]c3c2)s1,-6,0,-6,-9,-5,-1,14,9,-0.7,5
COc1ccc(NS(=O)(=O)c2cccc(C(=O)N/N=C/c3ccc(O)cc3)c2)cc1,-2,-13,-10,1,4,-19,0,13,-0.4,-11

# Compounds as they come; overall some 4.1% were active at least once.
